Bioassay records (PubChem BioAssay)
miR-122 sensor: miR-122 Renilla sensor signal increase in Huh7, primary screen, miR-122 inhibitor project, cell-based, single point, plate reader. 340,000 compounds, 0.3% hits. AID 602342, 2012. Huh7 miR-122 Renilla luciferase sensor, 48 h; neutral wells = 0, positive control = 100. activation (reporter increase), % at 12.5 µM;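 active = mean replicate activation score at least 90 and every replicate individually at or above 90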;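 note: higher luciferase means less miR-122 activity so hits act as miR-122 inhibitors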
ERp5 inh: inhibitors of ERp5-driven insulin aggregation, primary screen, biochemical, turbidity, absorbance 650 nm, single point | AID 651711, 2012 | inhibition, % at 9.99 µM | 350,000 compounds, 0.05% hits | 90 min | Protein disulfide-isomerase A6 (Homo sapiens), Q15084;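 active = mean replicate inhibition above about 25%, with every replicate also reaching it, limit read from the data, passing the limit was not always enough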
Target sequence (Q15084 whole entry, looked up): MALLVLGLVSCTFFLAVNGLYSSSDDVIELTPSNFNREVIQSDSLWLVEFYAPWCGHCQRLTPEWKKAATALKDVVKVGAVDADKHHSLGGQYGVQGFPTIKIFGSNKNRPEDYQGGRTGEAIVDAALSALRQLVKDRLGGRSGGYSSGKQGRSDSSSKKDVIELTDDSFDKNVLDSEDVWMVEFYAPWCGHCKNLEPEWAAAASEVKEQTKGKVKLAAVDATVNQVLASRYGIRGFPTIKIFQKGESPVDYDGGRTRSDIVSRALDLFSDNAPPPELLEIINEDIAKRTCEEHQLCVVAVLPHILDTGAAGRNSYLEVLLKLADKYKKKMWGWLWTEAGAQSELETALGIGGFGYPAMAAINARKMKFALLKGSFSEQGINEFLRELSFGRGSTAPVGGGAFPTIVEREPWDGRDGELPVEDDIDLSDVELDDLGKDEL
esBAF inh: Bmi1 luciferase reporter increase in mESCs, primary screen, esBAF inhibitor project, mouse ES cells, Bmi1 luciferase knock-in, single point. 24 h; 100% = twice the neutral-well signal. reporter increase, % at 12.5 µM. 350,000 compounds, 2% hits; in the data active = activation above about 40%;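 note: 0% = median of the plate's neutral control wells and 100% = double that signal; a rise in the Bmi1 reporter signal indicates esBAF inhibition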
Cneo AK release: Cryptococcus neoformans cell lysis inducers, primary screen, AK release luminescence, single concentration | C. neoformans lysis, adenylate kinase release luminescence, 4 h; normalised: neutral wells 0, clomiphene wells 100 | lysis activity, % at 15 µM | 360,000 compounds, 0.2% hits | AID 651654, 2012;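 active = mean lysis activity across replicates of at least 80%, whatever share of replicates individually reach that level; inactive = mean lysis activity below 80%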
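Material: C. neoformans cells | Amount: Yeast cell density of 5 × 10^6 cells/mL | Medium: Fresh YPD growth medium | Dosing: Single dose | Times: Static 4 h at 37 °C with compound, 1 h detection | Detection: AK luminescence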
SIRT5 inh: SIRT5 desuccinylase inhibitors, primary screen, biochemical, fluorescence imaging, single point, set 5 | NAD-dependent protein deacylase sirtuin-5, mitochondrial (Homo sapiens), Q9NXA8 | Purified SirT5, succinyl-peptide AMC, trypsin-coupled fluorescence | inhibition, % at 15 µM | 330,000 compounds, 1.1% hits | AID 652115, 2013; in the data active = inhibition above about 15%
Target sequence (Q9NXA8 whole entry, looked up): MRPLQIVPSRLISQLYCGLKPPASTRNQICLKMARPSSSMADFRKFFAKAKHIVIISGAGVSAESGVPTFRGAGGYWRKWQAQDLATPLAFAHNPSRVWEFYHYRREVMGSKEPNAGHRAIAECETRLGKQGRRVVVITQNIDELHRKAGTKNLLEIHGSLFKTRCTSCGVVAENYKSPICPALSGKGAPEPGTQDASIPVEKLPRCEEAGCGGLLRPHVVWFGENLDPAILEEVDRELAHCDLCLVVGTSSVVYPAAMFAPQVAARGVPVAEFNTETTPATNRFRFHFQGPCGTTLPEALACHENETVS
Statin myotox sup: suppressors of statin myotoxicity in C2C12 myotubes, primary screen, cell-based, single point, plate reader. C2C12 myotubes + simvastatin, ATP luminescence, 48 h; scaled: DMSO 0, geranylgeraniol control 100. 330,000 compounds, 0.78% hits. rescue of ATP level, % at 7.49 µM. AID 602340, 2012;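 active = mean ATP rescue above about 67%, or every replicate alone reaching that limit, limit read from the data, passing the limit was not always enough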;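 note: myotubes were challenged with 10 µM simvastatin during compound exposure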
ARNT-TACC3 inh: disruptors of ARNT/TACC3 protein interaction, primary screen, biochemical, AlphaScreen, single concentration | Transforming acidic coiled-coil-containing protein 3 (Homo sapiens), Q9Y6A5 | AlphaScreen His-ARNT PAS-B/GST-TACC3 binding, luminescence; TACC3 fragment carries E629A point mutation | inhibition, % at 9.99 µM | 390,000 compounds, 0.66% hits | AID 623870, 2012;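 active = mean inhibition of replicates at least 50% and at least half of replicates each reaching 50%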;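 note: 0% = complete ARNT plus TACC3 wells and 100% = ARNT alone without TACC3; many hits fall short of the cut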
Numbers without * were called inactive; . = no result given; & = joins results of further samples; [ ] = remark or other dose.

SMILES | miR-122 sensor | ERp5 inh | esBAF inh | Cneo AK release | SIRT5 inh | Statin myotox sup | ARNT-TACC3 inh
COc1ccc(NC(=O)CCNS(=O)(=O)c2ccc(Cl)c([N+](=O)[O-])c2)cc1S(N)(=O)=O | -7 | 2 | 3 | 1 | 2 | -2 | -6
CCCCCC[C@@H]([C@@H](C)O)n1cnc2c(N)ncnc21 | -6 | -2 | -3 | 1 | -3 | 11 | 1
CCN(CC)c1ccc(CN2CCC(C(=O)NCc3ccc(C)cc3)CC2)cc1 | . | -5 | . | . | -2 | . | 12
COc1ccc(NC(=O)Cn2nnc(-c3ccccc3NC(=O)c3ccco3)n2)cc1 | 10 | . | . | -6 | . | . | 6
C[C@@H]1CN([C@H](C)CO)C(=O)c2ccccc2-c2ccccc2CO[C@@H]1CN(C)C(=O)c1ccccc1 | . | -4 | 5 | 52 | 1 | -9 | 2
Cc1ccsc1/C=N\Nc1cn[nH]c(=O)c1Cl | -11 | 5 | . | . | 2 | . | 5
CCC(=O)Nc1nnc(S(=O)(=O)N2CCCC2)s1 | 3 | 3 | -4 | 0 | 0 | 4 | -2
N#C/C=C/C(=C\Nc1ccc(Cl)cc1)S(=O)(=O)c1ccccc1 | -4 | 3 | 1 | -2 | -1 | 5 | -16
CC(C)(C)c1csc(NC(=O)C2COc3ccccc3O2)n1 (stereo not drawn) | . | 7 | 55* | -2 | -5 | 3 | -2
COc1ccc(NC(=O)CNC(c2ccccc2)c2ccccc2)cc1Cl | 2 | -4 | -2 | -1 | -18 | 2 | -3
Cc1ccc(-c2nnc(NC(=O)c3ccco3)o2)c(C)c1 | . | 2 | 15 | -9 | -2 | -3 | 12
O=C(O)C[C@@H]1C[C@H]2c3cc(NC(=O)CC4CC4)ccc3O[C@H]2[C@H](CO)O1 | -3[16.7 µM] | -1 | 2 | -2 | 1 | -7 | 1
CCN(CC(=O)Nc1ccccc1C(F)(F)F)C(=O)c1oc2ccc(OC)cc2c1C | . | 0 | . | . | -3 | . | -2
COCCNc1nc(NCCCN2CCCC2=O)c2sc(-c3ccccc3)cc2n1 | -4 | -10 | -2 | 0 | . | 1 | .
CO[C@@H]1CN(C)C(=O)c2ccc(NC(=O)Nc3c(C)noc3C)cc2OC[C@@H](C)N(CC2CC2)C[C@@H]1C | . | 2 | 6 | -1 | 2 | 8 | -7
CCOc1ccc(NC(=O)CCc2nnc3ccc(N4CCC(C)CC4)nn23)cc1 | . | -5 | -6 | 0 | 0 | 8 | 3
CO[C@@H]1CN(C)C(=O)c2cc(NS(C)(=O)=O)ccc2OC[C@@H](C)N(Cc2ccccc2)C[C@H]1C | -4[16.7 µM] | 0 | 4 | -4 | -3 | 22 | 6
Cc1ccc(-c2nc3cc(N)ccc3o2)c(C)c1 | -3 | . | -45 | -7 | . | -1 | -7
O=C(C[C@@H]1C/C=C\C[C@@H](Cc2ccc(F)cc2)C(=O)OC[C@H]2CCCN2C1=O)NCCO | 0 | 7 | -2 | 11 | -1 | 13 | -2
Cc1ccn2c(=O)cc(C)nc2c1 | . | 0 | . | . | -13 | . | -3
Cc1sc2c(c1C)c(=O)n(-c1cccc(C(F)(F)F)c1)c(=O)n2CC(=O)NCc1ccco1 | 4 | . | . | 1 | . | . | 1
COc1ccc(-n2c(Cc3cccn3C)nnc2SCC(=O)NCCc2ccccc2)cc1 | -3 | . | 8 | 0 | . | -4 | 20
CC(C)Oc1ccc(S(=O)(=O)N2CCOCC2)cc1NC(=O)CSc1nnc(C2CC2)n1C | -2 | -5 | 2 | 0 | -1 | 45 | .
Cc1oc(-c2ccc(Cl)cc2)nc1CS(=O)CC(=O)NCCN1CCCCCC1 (stereo not drawn) | -3 | -4 | 4 | 3 | 1 | -2 | 7
CC(C)OC(=O)N(C)C[C@@H]1OCc2cn(nn2)CCCC(=O)N([C@@H](C)CO)C[C@H]1C | -3 | -2&-3 | 6&0 | 0&-1 | -3&0 | 2&-5 | -8
O=C(CN1CCCC1)Nc1ccc(Br)cc1 | . | 6 | . | . | 0 | . | -1
CCCCCNC(=O)CCn1c(=O)oc2ccccc21 | -2 | . | 7 | . | . | 9 | 1
CCOC1=C2[C@@H](CN(S(=O)(=O)c3ccc(C)cc3)[C@H]2c2cccs2)[C@H]2C(=O)N(c3ccccc3)C(=O)[C@H]2C1 | -3 | 1 | 5 | 4 | -4 | 12 | .
CSc1nc(O)c(C(c2ccccc2)c2c(O)nc(SC)[nH]c2=O)c(=O)[nH]1 | -5 | -2 | -1 | 2 | -7 | 5 | -2
COc1ccc(S(=O)(=O)Nc2ccc3c(c2)CC(=O)N([C@@H](C)CO)C[C@@H](C)[C@@H](CN(C)C(=O)Nc2ccc(F)cc2)O3)cc1 | 18[16.7 µM] | . | 1 | -3 | . | 24 | 3
N#Cc1cccc(NC(=O)Cn2c3[n+](c4ccc(C(F)(F)F)cc42)CCCCC3)c1 | -1 | 3 | . | -3 | . | . | 2
C[C@@H]1CN([C@H](C)CO)C(=O)c2cccc(NC(=O)NC3CCCCC3)c2O[C@@H]1CN(C)S(C)(=O)=O | 7[16.7 µM] | 5 | -1 | -2 | -1 | 6 | 2
Cc1cc(SCC(=O)NC2CC2)nc2ccccc12 | -2 | 0 | 9 | 0 | 0 | 7 | -5
COCC(=O)Nc1ccc2c(c1)C(=O)N(C)[C@H]1CC[C@H](CC(=O)Nc3ccccc3)O[C@H]1CO2 | 1[16.7 µM] | 1 | 7 | -2 | 1 | -6 | -6
Cn1cc(C(=O)c2ccc(Cl)cc2Cl)cc1C(=O)O | 1 | . | 2 | 1 | . | -6 | -17
COc1ccc(S(=O)(=O)c2ccc(O)cc2)cc1 | -2 | . | 3 | -7 | . | -2 | -3
O=C(NCC(=O)N(CC1CCCO1)C(C(=O)NC1CCCCC1)c1ccccc1)c1cccs1 (stereo not drawn) | . | 1 | -8 | 0 | -3 | -3 | -3
Oc1ccc(CN2CCN(c3ccccc3)CC2)c2cccnc12 | 3 | 1 | 0 | -2 | . | 0 | 14
NS(=O)(=O)c1ccc(CCNC(=O)CSc2ccc(Cl)cc2)cc1 | 37 | . | 2 | 0 | . | -4 | -2
Cn1nc(C(=O)OCC(=O)Nc2ccc(F)cc2Cl)c2ccccc2c1=O | -4 | -1 | . | -1 | . | -2 | -6
CNc1ncnc2sc(-c3ccccc3)cc12 | . | 3 | . | -1 | -3 | . | -4
O=C(c1ccccc1F)N1CC[C@@H]2[C@@H](CO)Nc3ccc(C#Cc4ccccc4F)cc3[C@@H]21 | -10[16.7 µM] | 7 | -3 | -3 | 2 | 4 | 7
C[C@@H](O)C#Cc1cnc2c(c1)C(=O)N([C@@H](C)CO)C[C@H](C)[C@@H](CN(C)C(=O)c1ccncc1)O2 | 5[16.7 µM] | 3 | -2 | 2 | 1 | 25 | -8
Cc1ccccc1NC(=O)/C(C#N)=C\c1ccsc1 | . | 1 | . | . | -1 | . | -3
O=C(CS(=O)(=O)Cc1ccccc1)Nc1ccccc1Cl | . | -1 | . | . | -1 | . | -2
COc1ccc(C(=O)COC(=O)CCN2C(=O)[C@@H]3[C@H](C2=O)[C@@H]2C[C@H]3C(Br)C2Br)cc1 (stereo partly drawn) | -4 | . | -8 | -1 | . | 4 | -2
Cc1ccc(S(=O)(=O)Nc2ccc3c(c2)C(=O)N([C@@H](C)CO)C[C@@H](C)[C@H](CN(C)C(=O)NC2CCCCC2)OCCCC[C@@H](C)O3)cc1 | -7[16.7 µM] | -5 | -1 | 0 | -1 | . | -8
CCCC(=O)Nc1ccc2c(c1)OC[C@H](C)N(C)C[C@@H](C)[C@@H](OC)CN(C)C2=O | 1[16.7 µM] | 0 | -2 | -8 | -9 | 0 | -2
COCCCNC(=O)c1ccc2c(=O)n(Cc3ccc(OC)cc3)c(=O)[nH]c2c1 | 0 | -8 | -2 | . | 2 | -4 | -5
COc1ccc(S(=O)(=O)N2CCN(CCCOc3ccc(F)cc3)CC2)cc1OC | -5 | 1 | 0 | -1 | -3 | 0 | 4

Next section
SMILES | miR-122 sensor | ERp5 inh | esBAF inh | Cneo AK release | SIRT5 inh | Statin myotox sup | ARNT-TACC3 inh
Cc1cc(S(=O)(=O)NCCc2ccccc2)ccc1-n1cnnn1 | 47 | 0 | 3 | 0 | -29 | -1 | -6
CNC[C@@H]1Oc2c(NC(=O)c3nc4ccccc4s3)cccc2C(=O)N([C@H](C)CO)C[C@H]1C | -1[16.7 µM] | 0 | -1 | -1 | . | 25 | .
O=C(Nc1ncc(Cc2cccc([N+](=O)[O-])c2)s1)c1ccco1 | . | -2 | . | . | 3 | . | -4
C[C@@H]1CN([C@H](C)CO)C(=O)c2cc(NS(=O)(=O)c3ccccc3)ccc2O[C@@H](C)CCCCO[C@@H]1CN(C)S(=O)(=O)c1cn(C)cn1 | -2[16.7 µM] | 2 | -1 | -1 | -6 | . | -14
Cc1cc(NC(=O)Cn2nc(C(F)(F)F)c3c2CCCC3)no1 | -3 | . | 2 | 3 | . | 3 | -7
CCCCOC(=O)c1ccc(NC(=O)C(=O)NCc2cccnc2)cc1 | -2 | -2 | -4 | 1 | 1 | 1 | -1
C=CCN1CC(=O)N2C(C)c3[nH]c4ccccc4c3C[C@H]2C1=O (stereo partly drawn) | . | 2 | 2 | -1 | 1 | -5 | 17
CC1=CC(C)(C)N2C(=O)C(=Nc3ccc(O)cc3)c3cccc1c32 | . | -11 | . | . | -1 | . | 0
COc1ccc(Cl)cc1NC(=O)CN(C)C(=O)c1ccc2n[nH]nc2c1 | 3 | -6 | 4 | 1 | 2 | 0 | -2
CCC(=O)N1[C@@H]2Cn3c(cccc3=O)[C@H]1[C@@H](C(=O)NC1CCC1)[C@@H]2CO | -1[16.7 µM] | 5 | 3 | -4 | 2 | -5 | -12

Reformatted: 6 of the compounds above.
| compound | miR-122 sensor | ERp5 inh | esBAF inh | Cneo AK release | SIRT5 inh | Statin myotox sup | ARNT-TACC3 inh |
| --- | --- | --- | --- | --- | --- | --- | --- |
| Cc1cc(S(=O)(=O)NCCc2ccccc2)ccc1-n1cnnn1 | 47 | 0 | 3 | 0 | -29 | -1 | -6 |
| O=C(Nc1ncc(Cc2cccc([N+](=O)[O-])c2)s1)c1ccco1 | . | -2 | . | . | 3 | . | -4 |
| CC1=CC(C)(C)N2C(=O)C(=Nc3ccc(O)cc3)c3cccc1c32 | . | -11 | . | . | -1 | . | 0 |
| COc1ccc(Cl)cc1NC(=O)CN(C)C(=O)c1ccc2n[nH]nc2c1 | 3 | -6 | 4 | 1 | 2 | 0 | -2 |
| C=CCN1CC(=O)N2C(C)c3[nH]c4ccccc4c3C[C@H]2C1=O (stereo partly drawn) | . | 2 | 2 | -1 | 1 | -5 | 17 |
| Cc1cc(NC(=O)Cn2nc(C(F)(F)F)c3c2CCCC3)no1 | -3 | . | 2 | 3 | . | 3 | -7 |

Next part.
SMILES | miR-122 sensor | ERp5 inh | esBAF inh | Cneo AK release | SIRT5 inh | Statin myotox sup | ARNT-TACC3 inh
Nc1cc(=O)[nH]c(SCC(=O)Nc2ccc(S(=O)(=O)N3CCOCC3)cc2)n1 | . | -4 | 6 | 4 | 5 | 4 | -16
CCN(CCN(C)C)C(=O)Cn1ncc2c1-c1cc(C)ccc1OC2 | -8 | 0 | -3 | -1 | . | -5 | 1
Cc1ccc(C)c(C(C)NC(=S)NCc2ccc(F)cc2)c1 (stereo not drawn) | -1 | 1 | . | 21 | 0 | . | -24
Cc1ccc(CN2[C@@H]3c4ccccc4C[C@@H]3OCCS2(=O)=O)cc1 | 1 | 0 | 7 | -4 | 7 | 13 | -4
C[C@H](CO)N1C[C@H](C)[C@@H](CN(C)C(=O)CC2CC2)Oc2cc(-c3cccnc3)ccc2S1(=O)=O | 0[16.7 µM] | -3 | 5 | -1 | -4 | 8 | -4
CCc1ccc(S(=O)(=O)NCCc2cn3ccccc3n2)s1 | 5 | . | 3 | -2 | . | 2 | -10
